Screening data as filed in PubChem.
hIAP block = human IAP inhibition. inhibition, % at 10 µM. purified IAP, CDP-Star luminescence, 30 min. P09923. 0.12% of 330,000 active;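 active means inhibition reaching a set limit with compound at 10 µM in the primary screen, cut at about 35% in these data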;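 further: plate controls were DMSO wells with enzyme for no effect and no-enzyme buffer wells for full effect; values of inactives mirror those of a sister screen read the other way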
Target sequence (P09923 whole entry, looked up): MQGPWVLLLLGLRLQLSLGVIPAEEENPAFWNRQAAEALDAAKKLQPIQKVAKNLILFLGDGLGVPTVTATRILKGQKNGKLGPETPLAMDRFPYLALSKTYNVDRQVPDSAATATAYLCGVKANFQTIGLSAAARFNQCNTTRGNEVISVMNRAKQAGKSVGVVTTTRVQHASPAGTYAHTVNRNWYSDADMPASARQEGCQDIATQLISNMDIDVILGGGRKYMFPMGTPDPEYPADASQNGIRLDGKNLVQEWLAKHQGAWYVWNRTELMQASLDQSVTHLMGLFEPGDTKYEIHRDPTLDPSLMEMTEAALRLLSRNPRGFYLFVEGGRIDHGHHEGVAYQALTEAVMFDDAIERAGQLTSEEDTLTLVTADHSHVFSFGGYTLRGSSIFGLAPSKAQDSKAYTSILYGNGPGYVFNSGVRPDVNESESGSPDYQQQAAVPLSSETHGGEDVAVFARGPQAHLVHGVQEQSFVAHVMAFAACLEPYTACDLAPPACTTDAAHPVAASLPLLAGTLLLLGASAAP
hIAP act = increases human intestinal alkaline phosphatase activity; 0.16% of 330,000 active; P09923; activation factor at 10 µM; purified human IAP, CDP-Star luminescence, 30 min; active compounds read high; 1 = vehicle-only enzyme, 0 = enzyme-free background;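 active means activation factor of the enzyme at least 2-fold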; further: the source names both 10 and 20 µM as test concentration; values of inactives mirror those of a sister screen read the other way
mIAP inh = mouse IAP inhibition; inhibition, % at 10 µM; purified mouse IAP, CDP-Star luminescence, 30 min; AID 2806; 0.2% of 330,000 active;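 active means inhibition of at least 40% at 10 µM in the primary screen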;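 further: plate controls were DMSO with enzyme for no effect and no enzyme wells for full effect; values of inactives mirror those of a sister screen read the other way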
APOBEC3G inh = APOBEC3G (human) deaminase inhibition; recombinant A3G, ssDNA deamination FAM/TAMRA fluorescence; 0.28% of 330,000 active; AID 493012; inhibition, % at 20 µM; Q9HC16;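 active means inhibition of at least 40% at 20 µM, with no more than 30% in the related APOBEC3A deaminase screen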;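 further: plate controls were DMSO wells with A3G for no effect and wells lacking A3G enzyme for full effect; some compounds called inactive have numbers as strong as hits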
mIAP activ = increases mouse intestinal alkaline phosphatase activity. activation factor at 10 µM. muIAP, CDP-Star luminescence, 30 min; active compounds read high; 1 = vehicle-only enzyme signal, 0 = enzyme-free wells. 0.24% of 330,000 active. AID 2805;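 active means activation factor of at least 2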; further: the source names both 10 and 20 µM as test concentration; values of inactives mirror those of a sister screen read the other way
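also added = chemiluminescent substrate CDP-Star | test system = mouse IAP enzyme | signal = chemiluminescence readout | compound = DMSO-dissolved test compounds | incubation = 30 min at room temperature | benchmarks = DMSO wells, no-enzyme wells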
beta cell repl = MIN6 beta-cell proliferation induction; 0.29% of 330,000 active; MIN6 cells proliferation, ATPlite luminescence, 48 h; cells starved in 0.2% serum; 100% = growth in 10% serum; proliferation, % at 10 µM;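 active means compounds whose signal lies at least 3.5 SD above the mean of all wells on their plate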;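 further: 0% = DMSO-treated cells in low-serum medium and 100% = 10% serum control; some compounds called inactive have numbers as strong as hits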
ATG4B inhibitor = ATG4B (human) cysteine protease inhibition. ATG4B cleavage of LC3-PLA2, NBD-HPC fluorescence, 1 h. inhibition, % at 8.33 µM. 0.51% of 340,000 active. AID 504462; in the data active means inhibition above about 40%
MPTP inh = permeability transition pore inhibition; inhibition, % at 10 µM; isolated mouse mitochondria, Ca2+ swelling absorbance, 30 min; AID 602449; 1.4% of 360,000 active;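 active means inhibition of 50% or more, scaled per plate between neutral and stimulator controls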;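 further: 0% = DMSO wells given calcium and 100% = 1 mM EGTA wells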
A3A deaminase = inhibitors of human APOBEC3A DNA deaminase | inhibition, % at 20 µM | 0.41% of 330,000 active | recombinant A3A, FAM/TAMRA ssDNA deamination fluorescence | AID 493011 | P31941;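 active means at least 40% inhibition at 20 µM here, with at most 30% in a related deaminase screen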;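 further: plate controls were A3A with DMSO for no effect and wells lacking A3A enzyme for full effect; some results filed as inactive read as strong as hits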
Target sequence (P31941 whole entry, looked up): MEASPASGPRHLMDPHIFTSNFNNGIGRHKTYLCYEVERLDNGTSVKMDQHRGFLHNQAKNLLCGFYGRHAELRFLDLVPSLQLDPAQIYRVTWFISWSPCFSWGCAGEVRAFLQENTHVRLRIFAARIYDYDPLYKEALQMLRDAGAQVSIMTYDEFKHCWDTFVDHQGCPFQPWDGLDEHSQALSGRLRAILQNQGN
* = called active by the depositor; . = no result given.

Preview, three compounds:
Results follow in this order: hIAP block, hIAP act, mIAP inh, APOBEC3G inh, mIAP activ, beta cell repl, ATG4B inhibitor, MPTP inh, A3A deaminase
Cc1ccccc1-[n+]1c(-c2ccccc2)cc(-c2ccccc2)cc1-c1ccccc1
  -8.8, 1.09, 6.4, 14.2, 0.936, -8.3, 6.7, 6.7, 4.1
Fc1c(F)c(F)c(N2CCNCC2)c(F)c1F
  8.8, 0.912, 7.5, -7.6, 0.925, -1.1, 5.6, 26.6, -2.5
O=C(N/N=C/c1c(O)n(Cc2ccccc2)c(=O)[nH]c1=O)c1ccccc1O
  -63.5, 1.64, 26.2, -6.8, 0.738, 3.2, -9.1, -0.1, -1.3

All compounds of this part, repeating the preview:
Results follow in this order: hIAP block, hIAP act, mIAP inh, APOBEC3G inh, mIAP activ, beta cell repl, ATG4B inhibitor, MPTP inh, A3A deaminase
Cc1ccccc1-[n+]1c(-c2ccccc2)cc(-c2ccccc2)cc1-c1ccccc1
  -8.8, 1.09, 6.4, 14.2, 0.936, -8.3, 6.7, 6.7, 4.1
Fc1c(F)c(F)c(N2CCNCC2)c(F)c1F
  8.8, 0.912, 7.5, -7.6, 0.925, -1.1, 5.6, 26.6, -2.5
O=C(N/N=C/c1c(O)n(Cc2ccccc2)c(=O)[nH]c1=O)c1ccccc1O
  -63.5, 1.64, 26.2, -6.8, 0.738, 3.2, -9.1, -0.1, -1.3
CCN(CC)c1ccc(CN2CC=C(c3ccc(F)cc3)CC2)cc1
  -5.9, 1.06, 5.2, -4.1, 0.948, -3.3, -1.7, 5.3, 0.0
Cc1cccc(-n2c(O)c(/C=N/NC(=O)c3ccncc3)c(=O)[nH]c2=O)c1
  -33.3, 1.33, 2.9, -10.4, 0.971, 1.5, 5.6, -1.1, -2.7
Cc1ccc2nc(-c3ccncc3)cc(C(=O)N3CCC4(CC3)OCCO4)c2c1
  5.8, 0.942, -6.0, -5.3, 1.06, 2.3, 3.2, -0.1, -2.2
COc1ccc(-n2c(O)c(C=NCCCn3ccnc3)c(=O)[nH]c2=O)cc1
  -10.0, 1.1, 6.5, -5.3, 0.935, -2.4, 10.8, 0.7, -3.3
C#C[C@]1(O)[C@H](O)CC2C3CC[C@H]4C[C@@H](O)CC[C@]4(C)C3CC[C@@]21C (stereo not given in full)
  2.0, 0.98, 2.0, -4.5, 0.98, 0.0, ., -0.4, -3.2
CC(C)(C)c1ccc(OC(=O)N2CCCCC2)cc1
  -2.2, 1.02, 10.7, -6.9, 0.893, -0.8, 18.6, 6.0, 0.1
Clc1ccccc1NC1=NCCCS1
  4.6, 0.954, 6.3, -1.6, 0.937, -3.8, 5.5, 0.2, -0.5
C[C@H](N)CN1CCc2ccc(Br)cc21
  -5.4, 1.05, -2.1, -7.4, 1.02, -3.7, 3.9, -2.6, -2.5
CCC(C)N1C(=O)/C(=C\c2cc3c4c(c2)CCCN4CCC3)C(=O)NC1=S (stereo not given)
  1.0, 0.99, 10.9, 13.2, 0.891, 0.0, 1.2, 17.9, 5.0
COC(=O)C1=C(c2ccc(OC)c(OC)c2)C[C@@H]2CC[C@H]1N2C(=O)NC(C)C
  -0.7, 1.01, -4.2, -9.7, 1.04, 2.4, -8.3, -0.1, -0.4
Cc1cc(C(=O)C[N+]23CCN(CC2)CC3)c(C)n1-c1ccc(Br)cc1
  -17.8, 1.18, 6.0, -10.6, 0.94, -0.5, 14.7, -0.6, -6.1
CCCCn1c(=O)c(C(=O)Nc2ccsc2C(=O)OC)c(O)c2ccccc21
  4.9, 0.951, 3.5, -6.9, 0.965, 0.0, -1.0, -9.6, -3.6
Cc1ccc2cccc(OC(=O)N3CCCC3)c2n1
  14.1, 0.859, 2.4, -2.7, 0.976, -2.1, 9.4, 2.7, 0.4
CCCN1CCC[C@@H]2Cc3[nH]ncc3C[C@H]21
  -14.0, 1.14, 4.8, -4.6, 0.952, -6.4, -3.9, -2.8, 0.3
Cc1c(CC(=O)N2C[C@H]3C[C@@H](C2)c2cccc(=O)n2C3)c(=O)oc2cc(O)c(Cl)cc12
  -5.5, 1.05, -1.5, 2.3, 1.01, -0.2, -9.9, 0.0, 0.3
CC(=NCCC1=CCCCC1)c1c(O)[nH]c(=O)[nH]c1=O
  -0.3, 1, -17.2, -1.3, 1.17, 1.6, -6.6, -1.6, 2.4
CCC(C)N1C(=O)NC(=O)C2(Cc3cc(C)ccc3N(C)C2)C1=O (stereo not given)
  2.3, 0.977, 1.4, 24.5, 0.986, 0.8, -7.8, 1.4, 0.3
COc1ccc(CN2CCN(Cc3ccccc3F)CC2)cc1
  -10.5, 1.1, -5.5, -6.1, 1.05, -1.9, 4.4, 1.3, -2.7
COC(=O)C1=C(c2ccc(F)cc2OCc2ccccc2)C[C@@H]2CC[C@H]1N2C
  4.9, 0.951, 0.9, -6.8, 0.991, -5.1, -5.4, 3.0, 3.8
Cc1ccc(C2CC3CCC(C2)N3Cc2ccccc2F)cc1 (stereo not given)
  4.4, 0.956, 3.0, -3.4, 0.97, -2.2, 2.1, 2.2, 11.1
COc1ccc2[nH]cc(CCNCc3cccnc3)c2c1
  -0.6, 1.01, -1.6, -4.3, 1.02, -1.8, -3.6, -0.7, -5.3
COc1cccc(/C=C2\N=C(c3cncc(Br)c3)OC2=O)c1
  -1.0, 1.01, -14.0, 1.0, 1.14, 0.0, 0.1, 2.1, 5.4
O=C(Cc1ccccc1)OCC(=O)c1ccccc1
  6.6, 0.934, -4.1, 1.2, 1.04, -1.6, -1.9, 0.0, -1.4
CC(Cc1ccccc1)NC(=O)NC(C)Cc1ccccc1 (stereo not given)
  -14.2, 1.14, -6.8, -6.2, 1.07, -4.2, -0.2, 1.1, -5.5
CC(=O)Nc1ccccc1C(=O)OCC(=O)c1cccc2ccccc12
  -18.2, 1.18, -2.0, -3.0, 1.02, -4.3, -2.4, 1.1, -3.0
O=C(CCNC(=O)N1C[C@H]2C[C@@H](C1)c1cccc(=O)n1C2)Nc1cccc(Cl)c1
  11.5, 0.885, -27.2, -8.2, 1.27, -3.1, -12.1, 1.7, -3.5
CCOc1ccccc1NC(=O)N1CCC2(CC1)OCCO2
  -3.9, 1.04, 2.1, -4.8, 0.979, 0.0, 4.0, 1.3, -6.3
O=C(c1ccc2c(c1)OCO2)C1CCCN(Cc2c(F)cccc2Cl)C1 (stereo not given)
  2.5, 0.975, 7.0, -7.8, 0.93, 2.7, 14.0, -1.0, -2.9
Cn1c(O)c(C(c2ccccn2)c2c(O)n(C)c(=S)n(C)c2=O)c(=O)n(C)c1=S
  -12.8, 1.13, 3.8, -0.7, 0.962, 0.1, 5.3, 2.5, 2.7
CCn1c(P(C)(=O)O)nc2ccccc21
  -5.0, 1.05, -5.1, 0.6, 1.05, 0.0, -8.2, 0.5, 1.9
C[C@]12CCC3C(CCC4=C/C(=N/OCC(=O)NC(CCC(N)=O)C(=O)O)CC[C@@]43C)C1CCC2O (stereo not given in full)
  5.8, 0.942, 2.5, -7.3, 0.975, -3.0, -8.4, -1.8, -1.8
CCCCC(CC)COCCCN=Cc1c(O)[nH]c(=S)[nH]c1=O (stereo not given)
  -13.6, 1.14, 8.9, -1.8, 0.911, 7.4, 6.2, 7.5, -2.7
COc1cc2c(cc1OC)C13CCN4CC5=CCOC6CC(=O)N2C1C6C5CC43 (stereo not given) (tested in a mixture with another compound)
  0.1, 0.999, -17.5, -1.2, 1.18, 4.5, 7.1, 1.2, 4.1
CN1CC[C@@]2(C)c3cc(O)ccc3N(C)C2O1 (stereo not given in full)
  -0.9, 1.01, 6.7, -11.5, 0.933, -8.9, -12.3, -0.5, -6.6
Cc1cc(/C=C2/C(=O)NC(=O)N(Cc3ccco3)C2=O)c(C)n1-c1ccccc1O
  8.8, 0.912, 17.8, 1.9, 0.822, -1.0, 37.8, 8.1, 10.6
CCN1C(=O)CC(c2cccnc2)=Nc2ccccc21
  -2.9, 1.03, -0.4, -5.9, 1, -2.8, -12.9, 1.4, -3.1
CC(=O)c1c(O)n(-c2cccc(Cl)c2)c(=O)[nH]c1=O (tested in a mixture with another compound)
  -7.8, 1.08, -1.8, -8.7, 1.02, -2.3, -4.7, 0.7, -2.2
COC(=O)C1=C(c2cc3ccccc3s2)C[C@@H]2CC[C@H]1N2C(=O)N1CCC(C)CC1
  3.4, 0.966, 7.8, -1.1, 0.922, -7.6, 25.6, -0.6, 1.0
CCN1CCN(c2cc(=O)n3ccccc3n2)CC1
  8.1, 0.919, 5.0, -9.3, 0.95, 0.0, 12.2, 0.5, 0.4
CCCCCP(=O)(O)c1ccccc1
  5.6, 0.944, -1.8, -7.1, 1.02, -3.6, 2.8, -0.9, -5.4
CNC(=O)OCCc1nccn1C
  -5.5, 1.05, 2.7, -1.1, 0.973, 0.3, -4.5, -0.1, -0.7
Cn1c(O)c(C(=Nc2ccccc2)SCc2ccc(Cl)cc2)c(=O)n(C)c1=O
  1.1, 0.989, 5.7, 1.5, 0.943, -3.0, -4.7, -1.6, -2.1
COc1cc(C(c2c(O)c3ccccc3oc2=O)c2c(C)n(C)n(-c3ccccc3)c2=O)ccc1O (stereo not given)
  -12.5, 1.12, -3.6, -7.0, 1.04, -1.4, -8.3, 0.5, -5.3
O=C1CC(=O)N(c2ccccc2F)C(=O)N1
  -9.3, 1.09, -1.6, -1.4, 1.02, -4.0, 4.9, 0.3, -1.4
O=c1c2ccccc2nc(-c2ccc(Cl)cc2Cl)n1-c1nccs1
  2.2, 0.978, 4.2, -10.8, 0.958, 4.0, 10.8, 1.6, -1.1
CCCc1nnc(NC(=O)CCC(=O)N2CCN(CCOC(c3ccccc3)c3ccccc3)CC2)s1
  0.7, 0.993, 7.4, -8.7, 0.926, -2.1, -6.8, -2.9, 1.7
Cc1ccc(S(=O)(=O)NC(CC(=O)N2CCC3(CC2)OCCO3)c2ccco2)cc1 (stereo not given)
  -13.5, 1.14, -4.6, -6.6, 1.05, -1.5, 4.4, 1.1, -1.0
CC(C)CN(CC(C)C)c1ccc(C=C2C(=O)NC(=S)NC2=O)cc1[N+](=O)[O-]
  -6.6, 1.07, 34.0, 34.7, 0.66, -1.9, 16.4, 2.6, 4.8
O=C(O)c1[nH]c(=O)[nH]c(=O)c1F
  -27.1, 1.27, -6.9, 1.5, 1.07, -1.5, -7.4, 0.1, 2.3
Cc1ccc(C(C)C)c(OCC(=O)N2CCN(CC(=O)N3CCOCC3)CC2)c1
  16.5, 0.835, -0.9, -11.0, 1.01, 3.1, -6.9, -1.3, -6.5

Some of the compounds tested; rates above refer to the full screens.
